GluA2 TARP mod: modulators of AMPA receptor GluA2-stargazin complexes | O88602+P19491 | HEK293 GluA2+stargazin, membrane potential dye (FDSS), glutamate EC50; hits were called plate by plate, in both directions | calls only at 30 µM | 3.5% of 40,000 active;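 active = any of four per-well response measures lying three or more SD from its plate-wide compound average, in either direction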
Target sequence (O88602 whole entry, looked up): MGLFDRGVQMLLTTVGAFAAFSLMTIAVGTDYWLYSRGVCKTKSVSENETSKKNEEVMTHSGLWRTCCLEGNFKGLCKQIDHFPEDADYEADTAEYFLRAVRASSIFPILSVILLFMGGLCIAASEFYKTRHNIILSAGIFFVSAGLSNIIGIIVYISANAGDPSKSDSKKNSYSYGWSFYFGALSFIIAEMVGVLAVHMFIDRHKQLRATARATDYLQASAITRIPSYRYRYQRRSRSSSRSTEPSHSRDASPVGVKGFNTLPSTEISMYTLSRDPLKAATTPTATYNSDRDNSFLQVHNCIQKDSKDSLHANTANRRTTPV
Target sequence (P19491 whole entry, looked up): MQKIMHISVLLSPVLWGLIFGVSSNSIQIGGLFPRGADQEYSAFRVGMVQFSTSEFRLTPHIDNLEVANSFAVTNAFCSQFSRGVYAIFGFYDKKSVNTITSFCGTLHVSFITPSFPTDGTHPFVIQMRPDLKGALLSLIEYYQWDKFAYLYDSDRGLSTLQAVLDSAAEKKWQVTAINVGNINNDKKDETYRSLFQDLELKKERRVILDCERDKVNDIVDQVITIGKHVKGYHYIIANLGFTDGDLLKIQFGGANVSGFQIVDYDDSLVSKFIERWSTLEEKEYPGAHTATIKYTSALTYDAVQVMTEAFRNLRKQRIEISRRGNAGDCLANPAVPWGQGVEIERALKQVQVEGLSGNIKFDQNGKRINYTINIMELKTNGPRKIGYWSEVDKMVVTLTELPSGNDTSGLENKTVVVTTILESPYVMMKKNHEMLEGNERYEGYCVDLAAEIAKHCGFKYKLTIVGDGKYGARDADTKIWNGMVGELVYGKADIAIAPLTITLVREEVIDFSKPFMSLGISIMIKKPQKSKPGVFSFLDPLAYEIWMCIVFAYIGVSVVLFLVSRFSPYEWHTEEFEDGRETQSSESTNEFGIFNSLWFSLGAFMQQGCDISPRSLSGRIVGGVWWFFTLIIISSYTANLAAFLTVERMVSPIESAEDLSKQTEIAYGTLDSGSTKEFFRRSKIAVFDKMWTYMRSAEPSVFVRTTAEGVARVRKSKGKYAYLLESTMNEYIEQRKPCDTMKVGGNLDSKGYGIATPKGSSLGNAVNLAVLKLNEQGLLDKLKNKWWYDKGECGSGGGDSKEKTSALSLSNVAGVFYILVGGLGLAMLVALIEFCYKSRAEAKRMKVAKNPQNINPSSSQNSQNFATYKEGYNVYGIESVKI
GluA2 TARP mod agonism max-min: further read-out of GluA2 TARP mod, marked with its call; compound max-min signal; compound-alone response (agonism);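 unitless range of fluorescence divided by baseline over first 100 seconds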
GluA2 TARP mod glutamate slope: further read-out of GluA2 TARP mod, marked with its call; glutamate slope, % of max; measured here: glutamate response slope, % max;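 scaled per plate between vehicle wells and maximal 1 mM glutamate control wells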
* = called active by the depositor; i = inactive; + = active, no number; & = joins results of further samples.

SMILES | GluA2 TARP mod | GluA2 TARP mod agonism max-min | GluA2 TARP mod glutamate slope
O=C(NCC1CCN(C(=O)Nc2ccc(F)cc2)CC1)NC(c1ccccc1)c1ccccc1 | i | 0.063 | 61
CCCN(CCC)S(=O)(=O)c1cc(Cl)c(C)cc1OC | i | 0.044 | 56
COc1cn2c(cc1=O)C(=O)N(CCNC(=O)COc1ccccc1C)CC2 | i | 0.083 | 59
Cc1ccc(N2CCn3c2nn(CC(=O)N2CCc4ccccc42)c(=O)c3=O)cc1 | i | 0.043 | 38
CSc1cccc2sc(NC(=O)CS(=O)(=O)Cc3ccccc3)nc12 | i | 0.14 | 55
O=C(NCCn1ncc2c(N3CCN(c4ncccn4)CC3)ncnc21)C1CCCC1 | i | 0.061 | 72
O=C(Cn1cnc2ccccc21)N1CCC(Cn2cccn2)CC1 | i | 0.13 | 57
COC(=O)c1ccc(NC(=O)CC2=NS(=O)(=O)c3ccccc3N2)cc1 | i | 0.11 | 58
Cn1c(SCC(=O)Nc2ccc(Cl)c(Cl)c2)nnc1-c1ccc(=O)n(C)c1 | i | 0.099 | 59
COc1cn2c(cc1=O)C(=O)N(CCNC(=O)C(c1ccccc1)c1ccccc1)CC2 | i | 0.082 | 63
CCc1nc2sc(C(c3cccc(F)c3)N3CCCC3)c(O)n2n1 (stereo not given) | i | 0.077 | 54
Cc1cc(Br)cc(C)c1OCC(=O)Nc1ccc2c(c1)OCCO2 | i | 0.086 | 76
COc1ccccc1C(=O)N1CCN(c2ccc(N3CCC(C)CC3)nn2)CC1 | i | 0.13 | 44
N#Cc1nc(-c2ccc(S(=O)(=O)N3CCCCCC3)cc2)oc1NC1CC1 | i | 0.14 | 85
O=C(Nc1ccc(Br)cc1)c1ccc(=O)n(Cc2ccccc2F)c1 | i | 0.068 | 38
O=C(Cc1csc(Nc2cccc(C(F)(F)F)c2)n1)Nc1nccs1 | i | 0.13 | 59
O=C(CCCCn1c(=O)[nH]c2ccccc2c1=O)NCCSCc1ccccc1 | i | 0.11 | 57
O=C(COc1ccc(Cl)cc1Cl)Nc1cc(-c2ccccc2)nn1CCO | i | 0.082 | 67
COc1cc(C(C)=O)ccc1OCC(=O)N1CCN(c2ccc3nncn3n2)CC1 | + | 0.17* | 51*
CCC(=O)c1ccc(OCC(O)CN2CCN(c3ccc(C)c(Cl)c3)CC2)cc1 (stereo not given) | i | 0.11 | 73
CCc1nc2sc(C(c3cccc(Cl)c3)N3CCCCC3)c(O)n2n1 (stereo not given) | i | 0.092 | 55
Cc1cccc(NC(=O)NCC(c2ccsc2)N2CCN(C)CC2)c1 (stereo not given) | i | 0.044 | 39
CCCCOC(=O)C1=C(C)NC(=O)NC1c1ccccc1OCC (stereo not given) | i | 0.092 | 63
CC1CN(C(=O)c2cc3cccnc3n(Cc3ccccc3)c2=O)CC(C)O1 (stereo not given) | i | 0.032 | 75
COc1ccc(CN=C2NC(=O)CC(C(=O)Nc3ccccc3C)S2)cc1 (stereo not given) | i | 0.058 | 32
COc1cccc(NC(=O)C(C)Sc2nnnn2-c2ccccc2C)c1 (stereo not given) | i | 0.13 | 65
CCc1nc2sc(C(c3ccc(Cl)cc3Cl)N3CCCCC3)c(O)n2n1 (stereo not given) | i | 0.12 | 50
COc1ccc(N2CCN(C(c3cccs3)C(C)NC(=O)C3CC3)CC2)cc1 (stereo not given) | i | 0.047 | 61
CCc1ccc(-c2ccc(=O)n(CC(=O)NCc3ccccc3OC)n2)cc1 | i | 0.067 | 59
Cc1ccc([N+](=O)[O-])cc1NC(=O)C(C)N1C(=O)c2ccccc2S1(=O)=O (stereo not given) | i | 0.1 | 70
COc1ccc(NC(=O)C(=O)NCC(c2cccs2)N(C)C)c(OC)c1 (stereo not given) | i | 0.082 | 93
Cc1nnc2ccc(OCCNS(=O)(=O)c3cc(F)ccc3F)nn12 | i | 0.085 | 44
Cc1ccc(C(=O)Nc2nnc(-c3cc(C)n(C)n3)o2)cc1C | i | 0.17 | 45
CCCCCn1c(-c2ccccc2)cn2c3c(=O)n(C)c(=O)n(C)c3nc12 | i | 0.15 | 56
Cc1nc(C)c(C(=O)N2CCCN(CCn3cccn3)CC2)s1 | i | 0.13 | 87
CC(=O)OC(Cn1nc(C)cc1C)Cn1c2ccccc2c2ccccc21 (stereo not given) | i | 0.085 | 67
O=C(Nc1ccc(OC(F)(F)F)cc1)C(=O)NC1CCCCCC1 | i | 0.1 | 62
Cc1ccccc1NC(=O)C1OC2OC(C)(C)OC2C2OC(C)(C)OC12 (stereo not given) | i | 0.035 | 44
CCn1nc(C)cc1C(=O)Nc1ccc(OC)cc1 | i | 0.047 | 53
CC1CCN(C(=O)C(=O)c2cn(CC(=O)N3CCOCC3)c3ccccc23)CC1 | i | 0.06 | 56
Cc1cnc2c(c1N1CCN(C(=O)c3ccco3)CC1)c(=O)n(CC(=O)NC(C)C)c(=O)n2C | i | 0.13 | 70
Cc1ccc(-c2cc(C(=O)Nc3cc(S(N)(=O)=O)ccc3C)c3ccccc3n2)cc1 | i | 0.056 | 30
COc1ccccc1OCC(=O)N1CCN(c2ncnc3c2nnn3C)CC1 | i | 0.096 | 43
COCCn1c(SCc2ccc(Cl)cc2Cl)nnc1-c1cn(C)nc1OC | i | 0.054 | 28
Cc1c(C(=O)N(C)c2ccccc2)nnn1-c1ccc(Br)cc1 | i | 0.047 | 52
Cn1nc(-c2ccc(NC(=O)c3ccc4ccccc4c3)cc2)ccc1=O | i | 0.036 | 35
CC1(C)CC(=O)c2sc(NC(=O)C3CCCCN3S(C)(=O)=O)nc2C1 (stereo not given) | i | 0.052 | 34
CC(=O)Nc1ccc(OCC(O)COc2c(C)cccc2C)cc1 (stereo not given) | i | 0.13 | 68
CC(C)c1nnc(C2CCN(CC(=O)Nc3nc4ccccc4s3)CC2)o1 | i | 0.058 | 58
O=C(CS(=O)(=O)Cc1ccccc1)Nc1nc(-c2cccc([N+](=O)[O-])c2)cs1 | i | 0.11 | 49
(further entries)
SMILES | GluA2 TARP mod | GluA2 TARP mod agonism max-min | GluA2 TARP mod glutamate slope
CC(C)N1CCC(CNC(=O)C(=O)Nc2ccc(F)cc2F)CC1 | i | 0.11 | 60
CCN(C1CCCCC1)S(=O)(=O)c1ccc(C(=O)Nc2ncnc3sccc23)cc1 | + | 0.11* | 66*
CCOc1ccc2nc(NC(=O)C3CCCN(c4ccc(-n5cccn5)nn4)C3)sc2c1 (stereo not given) | i | 0.1 | 63
CC(C)(C)c1ccc(C(=O)NCCC(O)c2ccccc2)cc1 (stereo not given) | i | 0.092 | 49
C=CCc1ccccc1OC1OC(CO)C(O)C(O)C1NC(C)=O (stereo not given) | i | 0.084&0.04 | 42&113
O=S(=O)(c1cccc2c(S(=O)(=O)N3CCCCCC3)cccc12)N1CCCCCC1 | i | 0.1 | 70
Cc1ccc(OCC(O)CN2CCCCC2)cc1 (stereo not given) | i | 0.05 | 67
OCCCNc1nnnc2c1cnn2-c1ccccc1 | i | 0.11 | 41
CCc1ccc(Oc2cc(N3CCC(C(=O)NCc4cccnc4)CC3)ncn2)cc1 | i | 0.1 | 59
Cc1cc(=O)[nH]c(-n2nc(C)c(CCC(=O)NC(c3ccccc3)c3ccccc3)c2C)n1 | i | 0.12 | 56
O=C(NCc1ccccc1)NCC(c1ccco1)N1CCOCC1 (stereo not given) | i | 0.14 | 47
O=C(COc1ccccc1)NCCn1ncc2c(N3CCN(c4ccccc4)CC3)ncnc21 | i | 0.07 | 64
COc1ccc(Cl)cc1NC(=O)N1CCN(c2ccc3nncn3n2)CC1 | i | 0.077 | 31
COc1ccc(C(=O)Nc2cc(C)nn2-c2nc(-c3cccs3)cs2)cc1 | i | 0.047 | 22
CN1CC(NC(=O)c2ccccc2Cl)CC1=O (stereo not given) | i | 0.095 | 56
O=C(Oc1ccc(F)cc1)N1CCCCC1 | i | 0.11 | 43
CCCc1cc(=O)[nH]c(-n2nc(-c3ccco3)cc2NC(=O)c2cc3ccccc3o2)n1 | i | 0.11 | 46
Cc1ccc(NC(=O)NCCNc2cc(-n3ccnc3C)ncn2)c(Cl)c1 | i | 0.089 | 61
Cc1ccc(NC(=O)C(=O)NCC2CCCO2)cc1N1CCCC1=O (stereo not given) | i | 0.045 | 55
CCCCS(=O)(=O)NCC(O)(c1ccccc1)C1CC1 (stereo not given) | i | 0.12 | 59

13 of the compounds above, comma-delimited:
Structure,GluA2 TARP mod,GluA2 TARP mod agonism max-min,GluA2 TARP mod glutamate slope
OCCCNc1nnnc2c1cnn2-c1ccccc1,i,0.11,41
CCc1ccc(Oc2cc(N3CCC(C(=O)NCc4cccnc4)CC3)ncn2)cc1,i,0.1,59
Cc1cc(=O)[nH]c(-n2nc(C)c(CCC(=O)NC(c3ccccc3)c3ccccc3)c2C)n1,i,0.12,56
O=C(NCc1ccccc1)NCC(c1ccco1)N1CCOCC1 (stereo not given),i,0.14,47
O=C(COc1ccccc1)NCCn1ncc2c(N3CCN(c4ccccc4)CC3)ncnc21,i,0.07,64
COc1ccc(Cl)cc1NC(=O)N1CCN(c2ccc3nncn3n2)CC1,i,0.077,31
COc1ccc(C(=O)Nc2cc(C)nn2-c2nc(-c3cccs3)cs2)cc1,i,0.047,22
CN1CC(NC(=O)c2ccccc2Cl)CC1=O (stereo not given),i,0.095,56
O=C(Oc1ccc(F)cc1)N1CCCCC1,i,0.11,43
CCCc1cc(=O)[nH]c(-n2nc(-c3ccco3)cc2NC(=O)c2cc3ccccc3o2)n1,i,0.11,46
Cc1ccc(NC(=O)NCCNc2cc(-n3ccnc3C)ncn2)c(Cl)c1,i,0.089,61
Cc1ccc(NC(=O)C(=O)NCC2CCCO2)cc1N1CCCC1=O (stereo not given),i,0.045,55
CCCCS(=O)(=O)NCC(O)(c1ccccc1)C1CC1 (stereo not given),i,0.12,59

(listing goes on)
SMILES | GluA2 TARP mod | GluA2 TARP mod agonism max-min | GluA2 TARP mod glutamate slope
Cc1cc(C)c(S(=O)(=O)N2CCN(S(=O)(=O)N3CCOCC3)CC2)c(C)c1 | i | 0.091 | 54
Cc1ccc(S(=O)(=O)N2CCN(C(=O)N3CCCCCC3)CC2)cc1C | i | 0.044 | 56
COc1cccc(C(CNC(=O)c2ccc([N+](=O)[O-])cc2)N2CCOCC2)c1 (stereo not given) | i | 0.037 | 56
COc1ccc(CNC(=O)C2CCN(c3cc(OC)ncn3)CC2)c(OC)c1 | i | 0.11 | 58
CCCc1ccc(S(=O)(=O)Nc2ccc3c(c2)N(C(=O)c2cccs2)CC3)cc1 | i | 0.06 | 67
O=C(Nc1ccccc1-c1nc2ccccc2[nH]c1=O)c1ccco1 | i | 0.042 | 67
CS(=O)(=O)c1ccc(CC(=O)Nc2nc(-c3ccc(Cl)s3)cs2)cc1 | i | 0.093 | 43
CS(=O)(=O)N1CCC(CNC(=O)CC2CCCC2)CC1 | i | 0.056 | 37
COc1cc(-c2nnc(NC(=O)CCCS(=O)(=O)c3ccccc3)o2)cc(OC)c1OC | i | 0.095 | 69
CCSC(=Nc1c(N)n(C)c(=O)n(C)c1=O)NC(=O)c1ccco1 | i | 0.098 | 52
O=C(O)CSc1ccc(NC(=O)C2CC2)nn1 | i | 0.084 | 48
Cc1cc(C)n(CCNC(=O)C(=O)Nc2ccc(C)c(F)c2)n1 | i | 0.11 | 46
COc1cc2c(cc1OC)CN(S(=O)(=O)c1ccc(Oc3ccccc3OC)cc1)CC2 | i | 0.07 | 54
COc1ccc(S(=O)(=O)N2CCCC2)cc1C(=O)NC1CCS(=O)(=O)C1 (stereo not given) | i | 0.088 | 54
CC(=O)Nc1ccc(NC(=O)c2ccc(=O)n(Cc3ccc(F)cc3)c2)cc1 | i | 0.096 | 56
Cc1nnc(C2CCN(C(=O)c3sc(C)nc3C)CC2)s1 | i | 0.083 | 62
CCCn1c(=O)c2c(nc3n2CCN3c2ccc(C)cc2)n(C)c1=O | i | 0.062 | 34
O=C(COc1ccccc1)Nc1cccc(N2CCCCC2=O)c1 | i | 0.082 | 49
COc1ccc(CNC(=O)NCC2(c3cccs3)CCOCC2)cc1OC | i | 0.13 | 52
COc1ccc(-n2nnc3c(N4CCN(C(=O)C(=O)c5c(C)[nH]c6ccccc56)CC4)ncnc32)cc1 | i | 0.13 | 69
COCCCn1c(SCc2nc(-c3cccc(Br)c3)no2)nc2ccccc2c1=O | i | 0.077 | 76
CS(=O)(=O)c1ccc(CC(=O)Nc2nc3ccc4ccccc4c3s2)cc1 | i | 0.11 | 50
CC(=O)Nc1ccc(S(=O)(=O)N2CCN(c3ccccc3C)CC2)cc1 | i | 0.092 | 49
CC(C)c1nnc(C2CCN(C(=O)NCCCc3ccccc3)CC2)o1 | i | 0.068 | 49
CN(C)c1cccc(C(=O)NCC2CCN(S(C)(=O)=O)CC2)c1 | i | 0.051 | 33
CCCN1C(=O)C2ON(c3ccccc3)C(c3ccc(O)c(OC)c3)C2C1=O (stereo not given) | i | 0.11 | 48
NS(=O)(=O)Cc1ccccc1 | i | 0.095 | 59
Cc1ccc(S(=O)(=O)NCCC(=O)N/N=c2/sc3ccccc3n2C)cc1 | i | 0.1 | 66
O=C(Cn1cc(-c2nc(-c3cnccn3)no2)ccc1=O)Nc1ccc2c(c1)OCCO2 | i | 0.13 | 59
COc1cccc2cc(C(=O)N3CCN(c4ccc(-c5ccco5)nn4)CC3)oc12 | i | 0.019 | 15
O=C(NCC(O)(c1cccs1)C1CC1)C(=O)Nc1ccc2c(c1)OCCO2 (stereo not given) | i | 0.084 | 62
CS(=O)(=O)N1CCN=C1SCc1cccc(Cl)c1 | i | 0.1 | 56
O=C(Cn1c(=O)oc2ccccc21)NCC(O)(c1cccs1)C1CC1 (stereo not given) | i | 0.15 | 49
CCOC(=O)c1csc(NC(=O)NCc2ccc(F)cc2)n1 | i | 0.1 | 64
O=C(Nc1ccc2c(c1)N(C(=O)C1CC1)CC2)Nc1ccccc1C(F)(F)F | i | 0.089 | 70

Screening data deposited in PubChem BioAssay by Vanderbilt High Throughput Screening Facility.

Not all compounds are listed; the hit share may differ from the screen's.
